SSB-PriA inh – blocks PriA binding to SSB C-terminal tail. inhibition, % at 33 µM. AlphaScreen SSBct-PriA binding, biotinylated peptide. hit rate 0.6% among 430,000. AID 1272365; in the data active means inhibition mostly above about 37%, no sharp cut-off; inactive means mostly below about 20%;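 further: plate controls were negative control peptide for no effect and reference peptide for full effect; strong numbers were not always called active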
Rv3671c protease – Rv3671c (M. tuberculosis) protease inhibition; AID 2606; P9WHR9; hit rate 0.048% among 320,000; inhibition, % at 5.96 µM; in the data active means inhibition above about 38%;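 further: extracellular domain of Rv3671c used as enzyme; 0% = enzyme with DMSO and 100% = no enzyme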
PrPC TRFRET – cell surface PrPC inhibition, primary TR-FRET screen; inhibition, % at 13.8 µM; hit rate 0.43% among 370,000; AID 720596; P04156; TR-FRET read-out; in the data active means inhibition above about 24%; further: 0% = median of the test wells and 100% = reference compound wells
CCHF vOTU inh – CCHFV vOTU protease inhibition | Pep-AMC fluorescence | inhibition, % at 11.5 µM | hit rate 0.55% among 370,000; in the data active means inhibition above about 30%; further: 0% = vehicle wells with enzyme and 100% = no enzyme wells
Anthrax LF prot – anthrax lethal factor protease inhibition. P15917. AID 588501. multiplex microsphere protease cleavage assay, LF. hit rate 0.12% among 360,000. inhibition, % at 10 µM; further: plate controls were buffer without enzyme for full effect and enzyme alone for no effect
Target sequence (P15917 whole entry, looked up): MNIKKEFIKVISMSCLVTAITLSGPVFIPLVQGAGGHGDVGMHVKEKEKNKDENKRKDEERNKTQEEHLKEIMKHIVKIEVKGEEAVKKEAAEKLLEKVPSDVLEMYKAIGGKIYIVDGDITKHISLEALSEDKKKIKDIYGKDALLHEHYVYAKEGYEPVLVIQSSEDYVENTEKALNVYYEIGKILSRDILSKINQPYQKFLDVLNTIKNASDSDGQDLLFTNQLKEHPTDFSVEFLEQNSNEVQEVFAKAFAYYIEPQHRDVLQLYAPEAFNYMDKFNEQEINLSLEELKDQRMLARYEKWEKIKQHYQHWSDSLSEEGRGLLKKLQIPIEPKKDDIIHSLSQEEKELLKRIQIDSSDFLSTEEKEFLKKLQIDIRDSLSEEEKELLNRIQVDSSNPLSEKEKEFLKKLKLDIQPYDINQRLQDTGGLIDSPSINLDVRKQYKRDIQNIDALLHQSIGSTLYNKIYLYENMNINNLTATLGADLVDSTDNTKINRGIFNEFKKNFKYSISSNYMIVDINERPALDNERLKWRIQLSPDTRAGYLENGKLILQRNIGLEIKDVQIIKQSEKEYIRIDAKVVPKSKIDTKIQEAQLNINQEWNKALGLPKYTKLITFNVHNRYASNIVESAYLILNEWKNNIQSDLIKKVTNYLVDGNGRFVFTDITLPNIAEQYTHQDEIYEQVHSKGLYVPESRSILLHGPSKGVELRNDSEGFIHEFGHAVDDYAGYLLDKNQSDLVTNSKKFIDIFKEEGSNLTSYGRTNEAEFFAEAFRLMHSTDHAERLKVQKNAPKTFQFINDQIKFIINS
BoNT F protease – BoNT F light chain protease inhibition; Multiplex microsphere protease cleavage assay, flow cytometry; inhibition, % at 10 µM; hit rate 0.22% among 360,000; AID 588497; in the data active means inhibition above about 35%, passing the limit was not always enough; inconclusive means no clear call, values can overlap the other calls; further: plate controls were buffer without enzyme for full effect and enzyme alone for no effect
DUSP3 inh – DUSP3 (human) phosphatase inhibition; P51452; recombinant VHR phosphatase, pNPP absorbance; inhibition, % at 13.3 µM; hit rate 0.52% among 290,000; in the data active means inhibition above about 50%; further: some compounds called inactive have numbers as strong as hits
MazF activator – MazEF (E. coli) toxin RNase activation; FAM/BHQ RNA-DNA oligo cleavage fluorescence, 5 h; activation, % at 20 µM; hit rate 0.32% among 350,000; AID 504720; in the data active means activation above about 50%
Target sequence (P0AE70 whole entry, looked up): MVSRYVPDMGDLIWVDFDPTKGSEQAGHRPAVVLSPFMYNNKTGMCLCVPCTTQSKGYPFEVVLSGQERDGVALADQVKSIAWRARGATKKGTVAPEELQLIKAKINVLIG
BoNT-A LC inh2 – inhibitors of Botulinum neurotoxin A light chain protease; multiplex microsphere protease substrate cleavage, flow cytometry; inhibition, % at 10 µM; hit rate 0.17% among 360,000; AID 588499; further: plate controls were buffer without enzyme for full effect and enzyme alone for no effect
3CLpro inhibitor – SARS-CoV 3CLpro protease inhibition | recombinant SARS-CoV 3CLpro, quenched FRET peptide cleavage | inhibition, % at 6 µM | hit rate 0.14% among 290,000 | P0C6X7; in the data active means inhibition above about 12%
* hit, by the source's call. Unless noted, no stated cut-off is given here; in the data, active means inhibition above about 30%; inconclusive means no clear call, values can overlap the other calls; inactive means below that. A portion of the library; count on the stated rates, not on these rows.

For Cc1ccc(NC(=O)C2COc3ccccc3O2)cc1S(=O)(=O)N1CCOCC1 (centres undefined) the results were SSB-PriA inh -2, Rv3671c protease -1, PrPC TRFRET 7, CCHF vOTU inh 5, Anthrax LF prot 6, BoNT F protease -5, MazF activator 1 and BoNT-A LC inh2 2.2.
COc1ccc(C2NC(=O)NC(O)(C(F)(F)F)C2C(=O)c2ccc(F)cc2)cc1 (centres undefined) was read as SSB-PriA inh -20, Rv3671c protease 4, PrPC TRFRET -4, CCHF vOTU inh 12, Anthrax LF prot 0, BoNT F protease -13, DUSP3 inh -2, MazF activator 6, BoNT-A LC inh2 0.7 and 3CLpro inhibitor -4.
Screening Cc1ccc2c(COC(=O)c3ccc(NC(=O)CC#N)cc3)cc(=O)oc2c1C returned SSB-PriA inh -6, Rv3671c protease -17, PrPC TRFRET -1, CCHF vOTU inh -2, Anthrax LF prot -2, BoNT F protease -2, DUSP3 inh 2, MazF activator -79, BoNT-A LC inh2 -0.2 and 3CLpro inhibitor 0.
Screening CC(=O)NCC(=O)N1CCCC(C(=O)c2ccc(-c3ccccc3)c(F)c2)C1 (centres undefined) returned SSB-PriA inh -8, Rv3671c protease 0, PrPC TRFRET -4, CCHF vOTU inh -7, Anthrax LF prot -1, BoNT F protease -4, DUSP3 inh 9, MazF activator 2, BoNT-A LC inh2 -0.7 and 3CLpro inhibitor 1.
O=C(NCc1ccc(Cl)cc1)c1ccc(Cl)cc1[N+](=O)[O-] was read as SSB-PriA inh -4, Rv3671c protease -1, PrPC TRFRET -10, CCHF vOTU inh 7, Anthrax LF prot -1, BoNT F protease -43, DUSP3 inh 18, MazF activator 5, BoNT-A LC inh2 -0.3 and 3CLpro inhibitor 2.
`Clc1ccc2nc(CSc3nnc(-c4c[nH]c5ccccc45)o3)cn2c1` gave SSB-PriA inh -1, PrPC TRFRET -2, CCHF vOTU inh -1, Anthrax LF prot -34, BoNT F protease -48, MazF activator -6 and BoNT-A LC inh2 -8.6.
`O=C(N=C1SC2CS(=O)(=O)CC2N1Cc1ccc(Cl)cc1)C1CCCO1` (centres undefined) gave SSB-PriA inh -4, Rv3671c protease -5, PrPC TRFRET -1, CCHF vOTU inh 10, Anthrax LF prot -3, BoNT F protease 5, DUSP3 inh 10, MazF activator 10, BoNT-A LC inh2 -0.5 and 3CLpro inhibitor 1.
CCOC(=O)C1(C)CCCCCN1C(=O)c1csnn1 (centres undefined) was read as PrPC TRFRET 3, CCHF vOTU inh -6, Anthrax LF prot -3, BoNT F protease -3 and BoNT-A LC inh2 0.4.
Screening CC(Sc1nnc(NC2CCCCC2)s1)C(=O)N1CCOCC1 (centres undefined) returned SSB-PriA inh -9, Rv3671c protease -3, PrPC TRFRET 3, CCHF vOTU inh 14, Anthrax LF prot inconclusive, BoNT F protease 0, MazF activator -1 and BoNT-A LC inh2 -0.9.
For COC(=O)C1=C(C)NC(C)=C(C(=O)OCC2CCCO2)C1c1ccc(Cl)c([N+](=O)[O-])c1 (centres undefined) the results were Rv3671c protease -18, PrPC TRFRET 3, CCHF vOTU inh 7, Anthrax LF prot 3, BoNT F protease -4, DUSP3 inh 11, BoNT-A LC inh2 -1.1 and 3CLpro inhibitor 1.
Screening CC1(C)Cc2cccc(OC(=O)NC3CCCCC3)c2O1 returned PrPC TRFRET 1, CCHF vOTU inh -10, Anthrax LF prot -5, BoNT F protease -2 and BoNT-A LC inh2 -0.2.
For COc1ccc(S(=O)(=O)N2CCOCC2)cc1NC(=O)COC(=O)C1CC2CCCC(C1)C2=O (centres undefined) the results were SSB-PriA inh -31, Rv3671c protease -1, PrPC TRFRET 7, CCHF vOTU inh 6, Anthrax LF prot 0, BoNT F protease -4, DUSP3 inh 10, MazF activator 9, BoNT-A LC inh2 -2.7 and 3CLpro inhibitor 11.
Screening COC(=O)Nc1nc2ccc(-c3n[nH]c(=O)c4ccccc34)cc2[nH]1 returned SSB-PriA inh -2, Rv3671c protease -6, PrPC TRFRET -3, CCHF vOTU inh 1, Anthrax LF prot -2, BoNT F protease -9, DUSP3 inh -11, MazF activator -8, BoNT-A LC inh2 -0.9 and 3CLpro inhibitor 2.
O=C(NC1CCCC1)c1noc2c1CCCCC2 was read as SSB-PriA inh -14, Rv3671c protease -1, PrPC TRFRET -3, CCHF vOTU inh 1, Anthrax LF prot -2, BoNT F protease 7, DUSP3 inh 27, MazF activator -2, BoNT-A LC inh2 -0.2 and 3CLpro inhibitor -2.
For CS(=O)(=O)N1CCN(C(=O)c2c(F)cccc2F)CC1 the results were SSB-PriA inh -7, Rv3671c protease 12, PrPC TRFRET 0, CCHF vOTU inh -5, Anthrax LF prot -1, BoNT F protease -3, DUSP3 inh -9, MazF activator -3, BoNT-A LC inh2 -1.4 and 3CLpro inhibitor 3.
`COc1cc(CNCc2ccccn2)ccc1OCc1ccc(Cl)c(Cl)c1` gave SSB-PriA inh -4, Rv3671c protease 5, PrPC TRFRET -2, CCHF vOTU inh -14, Anthrax LF prot -6, BoNT F protease -20, DUSP3 inh 18, MazF activator 5, BoNT-A LC inh2 -1.2 and 3CLpro inhibitor 2.
Screening CCc1nnc(NC(=O)NCN2C(=O)C3C4C=CC(C4)C3C2=O)s1 (centres undefined) returned SSB-PriA inh -7, Rv3671c protease -8, PrPC TRFRET -1, CCHF vOTU inh 0, Anthrax LF prot 5, BoNT F protease 3, DUSP3 inh 9, MazF activator 2, BoNT-A LC inh2 -1.2 and 3CLpro inhibitor -3.
O=C(NCCCN1CC1)Nc1cccc2ccccc12 was read as SSB-PriA inh -9, PrPC TRFRET 2, CCHF vOTU inh 7, Anthrax LF prot -2, BoNT F protease -34, MazF activator -36 and BoNT-A LC inh2 1.9.
C[C@H]1CN([C@@H](C)CO)S(=O)(=O)c2ccc(Br)cc2O[C@H]1CN(C)C(=O)C1CCC1 was read as PrPC TRFRET -2, CCHF vOTU inh 0, Anthrax LF prot -1, BoNT F protease -10, MazF activator -17 and BoNT-A LC inh2 -1.1.
O=C(CCCn1c(=O)[nH]c2cc(Cl)ccc2c1=O)NCCN1CCN(c2ccccc2)CC1 was read as SSB-PriA inh -13, Rv3671c protease -6, PrPC TRFRET -5, CCHF vOTU inh 0, Anthrax LF prot 3, BoNT F protease inconclusive, DUSP3 inh 4, MazF activator 4, BoNT-A LC inh2 -0.6 and 3CLpro inhibitor 5.
For Cc1ccc2c(Cl)cc(Cl)c(OCc3c(C)noc3C)c2n1 the results were SSB-PriA inh -5, Rv3671c protease 4, PrPC TRFRET 10, CCHF vOTU inh 13, Anthrax LF prot -2, BoNT F protease 5, DUSP3 inh 11, MazF activator -5, BoNT-A LC inh2 0.5 and 3CLpro inhibitor -4.
For COc1cccc(CNC(=O)Cc2ccc(NC3=NC4CS(=O)(=O)CC4S3)cc2)c1 (centres undefined) the results were SSB-PriA inh -10, Rv3671c protease -1, PrPC TRFRET -8, CCHF vOTU inh 4, Anthrax LF prot 1, BoNT F protease -1, DUSP3 inh 6, MazF activator 4, BoNT-A LC inh2 -0.4 and 3CLpro inhibitor 2.
`CC1=C(C(=O)N2CCc3ccccc32)C2(CCC(C)CC2)OC1=O` (centres undefined) gave SSB-PriA inh -14, Rv3671c protease -5, PrPC TRFRET 11, CCHF vOTU inh 0, Anthrax LF prot -7, BoNT F protease -7, DUSP3 inh 11, MazF activator 4, BoNT-A LC inh2 0.9 and 3CLpro inhibitor 4.
`COCCOC(=O)C1=C(C)N(Cc2ccccc2)C(=O)NC1c1ccc(OC)cc1` (centres undefined) gave SSB-PriA inh 1, Rv3671c protease 3, PrPC TRFRET 11, CCHF vOTU inh 8, Anthrax LF prot -1, BoNT F protease 13, DUSP3 inh 16, MazF activator -6, BoNT-A LC inh2 0.9 and 3CLpro inhibitor 6.

Gathered by group, the entries above containing an NH in an aromatic ring (3)
`Clc1ccc2nc(CSc3nnc(-c4c[nH]c5ccccc45)o3)cn2c1` gave SSB-PriA inh -1, PrPC TRFRET -2, CCHF vOTU inh -1, Anthrax LF prot -34, BoNT F protease -48, MazF activator -6 and BoNT-A LC inh2 -8.6.
Screening COC(=O)Nc1nc2ccc(-c3n[nH]c(=O)c4ccccc34)cc2[nH]1 returned SSB-PriA inh -2, Rv3671c protease -6, PrPC TRFRET -3, CCHF vOTU inh 1, Anthrax LF prot -2, BoNT F protease -9, DUSP3 inh -11, MazF activator -8, BoNT-A LC inh2 -0.9 and 3CLpro inhibitor 2.
O=C(CCCn1c(=O)[nH]c2cc(Cl)ccc2c1=O)NCCN1CCN(c2ccccc2)CC1 was read as SSB-PriA inh -13, Rv3671c protease -6, PrPC TRFRET -5, CCHF vOTU inh 0, Anthrax LF prot 3, BoNT F protease inconclusive, DUSP3 inh 4, MazF activator 4, BoNT-A LC inh2 -0.6 and 3CLpro inhibitor 5.

The list goes on.
`CC1CN(CCC(=O)Nc2ccc3c(c2)OCO3)CC(C)O1` (centres undefined) gave SSB-PriA inh 0, Rv3671c protease -8, PrPC TRFRET 2, CCHF vOTU inh -1, Anthrax LF prot -6, BoNT F protease -23, DUSP3 inh 30, MazF activator 4, BoNT-A LC inh2 -1.5 and 3CLpro inhibitor -2.
COc1ccc(CNC(=O)COC(=O)CC2CCCC2)cc1 was read as SSB-PriA inh -30, Rv3671c protease -16, PrPC TRFRET 8, CCHF vOTU inh -5, Anthrax LF prot 2, BoNT F protease -5, DUSP3 inh 2, MazF activator 0, BoNT-A LC inh2 -0.3 and 3CLpro inhibitor -1.
`C=CCOC(=O)/C(=C\c1ccc(OC)cc1)NC(=O)c1ccco1` gave SSB-PriA inh 2, Rv3671c protease -1, PrPC TRFRET -4, CCHF vOTU inh 4, Anthrax LF prot 1, BoNT F protease 8, DUSP3 inh 10, MazF activator 3, BoNT-A LC inh2 0.7 and 3CLpro inhibitor -6.
CSCCC(NS(=O)(=O)c1ccc(Cl)cc1)C(=O)N1CCN(c2ccccc2)CC1 (centres undefined) was read as SSB-PriA inh -3, PrPC TRFRET -6, CCHF vOTU inh 4, Anthrax LF prot 6, BoNT F protease -2, MazF activator 5 and BoNT-A LC inh2 -0.3.
`O=C(Oc1ccccc1C(=O)Oc1ccccc1)c1ccco1` gave SSB-PriA inh -4, Rv3671c protease 6, PrPC TRFRET 3, CCHF vOTU inh -10, Anthrax LF prot -2, BoNT F protease -9, DUSP3 inh 11, MazF activator -1, BoNT-A LC inh2 -1.0 and 3CLpro inhibitor 0.
For CCOC(=O)C1CCN(C(c2cc3ccc(C)cc3[nH]c2=O)c2nnnn2C2CCCCC2)CC1 (centres undefined) the results were SSB-PriA inh 11, Rv3671c protease 4, PrPC TRFRET 3, CCHF vOTU inh 0, Anthrax LF prot 1, BoNT F protease 1, DUSP3 inh -3, MazF activator -4, BoNT-A LC inh2 -3.4 and 3CLpro inhibitor -1.
`CCCC1=C(C(=O)OCC)C(c2ccccc2OCC)NC(=O)N1C` (centres undefined) gave SSB-PriA inh -6, Rv3671c protease -2, PrPC TRFRET -5, CCHF vOTU inh 7, Anthrax LF prot 6, BoNT F protease -10, DUSP3 inh -5, MazF activator 0, BoNT-A LC inh2 -2.0 and 3CLpro inhibitor 2.

High-throughput results deposited in PubChem BioAssay by several laboratories.
